Screens from PubChem BioAssay.
Hsp90 block: tumor Hsp90 inhibitors, primary screen, cell lysate, fluorescence polarization, NCI-N417 lysate. Heat shock protein HSP 90-alpha (Homo sapiens), P07900. Cy3B-geldanamycin FP displacement. inhibition, % at 30 µM. 64,000 compounds, 0.35% hits. AID 429, 2006;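 active = inhibition above 50%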;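 also: 0% = tracer plus lysate wells and 100% = tracer alone without lysate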
C1s block: complement C1s protease inhibitors, primary screen, biochemical, 10-compound mixtures; mean inhibition % of two 10-compound mixtures (hits give high values), % at 5 µM (by protocol); Complement C1s subcomponent (Homo sapiens), P09871; AID 538, 2006; purified C1s, fluorogenic AMC substrate, pooled mixtures; 62,000 compounds, 0.16% hits;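 active = inhibition above 20% in each of the two 10-compound mixture wells holding the compound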;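 also: 0% = enzyme wells lacking compound mixture and 100% = no-enzyme blank wells; some compounds called inactive have numbers as strong as hits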
HTR1A agonist: human 5-HT1a receptor agonists, primary screen, cell-based, CHO, Ga15 NFAT-bla reporter | 5-hydroxytryptamine receptor 1A (Homo sapiens), P08908 | CHO 5-HT1a Ga15 NFAT-bla reporter, FRET ratio; 0% basal, 100% maximal reference agonist | activation, % at 10 µM | 65,000 compounds, 0.56% hits;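 active = activation above the screen-wide mean activation plus 3 SD, cut at about 19% in these data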;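 also: 0% = DMSO wells and 100% = 5-CT at EC100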
CatG inh: human cathepsin G inhibitors, primary screen, biochemical, pooled compound mixtures, AMC fluorescence; P08311; purified enzyme, AMC-tetrapeptide fluorescence; inhibition, % at 5 µM (by protocol); 62,000 compounds, 0.2% hits; AID 581, 2007;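 active = inhibition above 20% in each of the two mixture wells holding the compound; inactive = inhibition of 20% or less in either well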;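 also: 0% = enzyme control without mixture and 100% = blank lacking enzyme; strong numbers were not always called active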
FXIIa mix inh: human factor XIIa inhibitors, primary screen, biochemical, pooled compound mixtures, fluorogenic substrate; Coagulation factor XII (Homo sapiens), P00748; purified FXIIa; inhibition, % at 5 µM; 62,000 compounds, 0.2% hits; AID 684, 2007;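 also: 0% = enzyme without compound and 100% = no enzyme blank; some results filed as inactive read as strong as hits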
FXIa inh mix: FXIa protease inhibitors in compound pools, primary screen, biochemical, 10-compound mixtures. purified FXIa, fluorogenic substrate, pooled mixtures. inhibition, % at 5 µM. 62,000 compounds, 0.19% hits;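 also: each value is inhibition by a whole ten-compound pool holding the compound; 0% = enzyme with no mixture and 100% = wells lacking enzyme; strong numbers were not always called active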
Target sequence (P03951 19-387 limits assumed): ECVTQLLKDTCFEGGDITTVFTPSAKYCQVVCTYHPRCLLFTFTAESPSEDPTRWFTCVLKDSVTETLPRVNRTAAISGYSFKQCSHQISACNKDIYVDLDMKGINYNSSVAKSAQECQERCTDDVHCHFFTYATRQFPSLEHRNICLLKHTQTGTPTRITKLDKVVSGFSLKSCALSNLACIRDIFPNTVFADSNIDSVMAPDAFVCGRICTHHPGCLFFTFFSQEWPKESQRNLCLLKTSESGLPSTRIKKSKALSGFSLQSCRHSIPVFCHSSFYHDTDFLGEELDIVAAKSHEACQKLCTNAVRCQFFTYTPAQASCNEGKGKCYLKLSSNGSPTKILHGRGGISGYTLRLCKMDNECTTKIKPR
Target sequence (P03951 388-625 limits assumed): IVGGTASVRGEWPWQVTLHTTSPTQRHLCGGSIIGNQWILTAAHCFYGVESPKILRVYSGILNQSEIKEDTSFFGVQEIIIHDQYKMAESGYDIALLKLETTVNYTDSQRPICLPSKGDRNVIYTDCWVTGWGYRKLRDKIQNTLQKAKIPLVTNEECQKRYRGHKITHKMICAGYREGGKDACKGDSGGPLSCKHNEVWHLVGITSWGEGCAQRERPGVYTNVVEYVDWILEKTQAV
CatL inh: inhibitors of human cathepsin L, biochemical; Procathepsin L (Homo sapiens), P07711; purified cathepsin L, fluorogenic substrate, fluorescence; inhibition, %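 (tested at 10 µM)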; 58,000 compounds, 0.17% hits; in the data active = inhibition above about 45%;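 also: 0% = enzyme with no compound and 100% = no enzyme blank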
Cdc25B block: inhibitors of Cdc25B phosphatase catalytic domain, primary screen, biochemical, OMFP fluorescence; 65,000 compounds, 0.1% hits; AID 368, 2006; inhibition, %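 (compounds tested at 10 µM final in the well)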; recombinant Cdc25B, OMFP fluorescence Ex485/Em525; in the data active = inhibition above about 50%
MKP-1 inh: MKP-1 phosphatase inhibitors, primary screen, biochemical, in vitro; recombinant MKP-1, OMFP hydrolysis fluorescence; inhibition, %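 (compounds tested at a single concentration somewhere between 10 and 100 µM)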; 65,000 compounds, 0.15% hits;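 active = inhibition above about 50%, limit read from the data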;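 also: 0% = DMSO max control wells and 100% = wells with enzyme stopped by NaOH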
Target sequence (P28562 whole entry, looked up): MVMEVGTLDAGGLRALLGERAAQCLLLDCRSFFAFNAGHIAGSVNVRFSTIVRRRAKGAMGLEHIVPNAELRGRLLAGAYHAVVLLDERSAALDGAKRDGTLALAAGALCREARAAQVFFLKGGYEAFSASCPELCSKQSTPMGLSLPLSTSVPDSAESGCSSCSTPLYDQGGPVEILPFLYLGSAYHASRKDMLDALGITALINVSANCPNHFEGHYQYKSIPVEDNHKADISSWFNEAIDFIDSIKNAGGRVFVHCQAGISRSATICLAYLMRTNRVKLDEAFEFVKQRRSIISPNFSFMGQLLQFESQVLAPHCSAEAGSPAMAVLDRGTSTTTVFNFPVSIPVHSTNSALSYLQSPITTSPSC
* marks the source's active call; other numbers are inactive results; . = no result given. Rule as the data show it, unless noted: active = inhibition above about 20% (passing the limit was not always enough); inactive = the rest. An unsorted share of the library. About 1.6% of those tested had a hit in this group.

Letters – A = Hsp90 block; B = C1s block; C = HTR1A agonist; D = CatG inh; E = FXIIa mix inh; F = FXIa inh mix; G = CatL inh; H = Cdc25B block; I = MKP-1 inh
> CCOC(=O)c1ccc(Nc2ccc(-c3ccc(OC)c(OC)c3)nn2)cc1
  A: . | B: 1 | C: -1.5 | D: 11 | E: 0 | F: 8 | G: 6 | H: -3 | I: 17
> Cc1nc(SCC(=O)Nc2cc(C)on2)c2c3c(sc2n1)CCCC3
  A: -4 | B: -16 | C: 0.0 | D: -2 | E: -1 | F: -3 | G: 0 | H: -4 | I: 18
> Cc1cc(Cl)ccc1OCCCC(=O)Nc1cccnc1
  A: -1 | B: 9 | C: -2.4 | D: 7 | E: 8 | F: 12 | G: -1 | H: -6 | I: -20
> N[C@@]12CCc3nonc3[C@]1(O)CC(c1ccccc1)=[N+]2[O-]
  A: -2 | B: -17 | C: -2.1 | D: 7 | E: 5 | F: -7 | G: 12 | H: -13 | I: -18
> Cc1ccc(C(=O)C2CCN(CC(=O)Nc3ccc4c(c3)OCCO4)CC2)cc1
  A: -5 | B: 11 | C: 0.2 | D: 11 | E: 4 | F: 3 | G: . | H: -2 | I: -20
> Clc1c(-c2nnc3n2CCC3)sc2ccccc12
  A: 0 | B: -150 | C: 0.2 | D: -10 | E: 8 | F: -29 | G: 13 | H: -8 | I: -6
> CNC(=O)C1CCCN1S(=O)(=O)c1ccc(OC)cc1 (configuration not stated)
  A: -11 | B: -15 | C: -1.5 | D: -8 | E: -1 | F: -2 | G: 3 | H: 0 | I: -11
> CC1(C)OC(=O)C2(Cc3ccccc3N3CCCCC32)C(=O)O1 (configuration not stated)
  A: -2 | B: 8 | C: -3.9 | D: 9 | E: -9 | F: 6 | G: -12 | H: 4 | I: -13
> O=C(CSc1nnc(C2CC2)n1Cc1ccccc1)N1CCN(S(=O)(=O)c2ccccc2)CC1
  A: 0 | B: -9 | C: 1.6 | D: 6 | E: 4 | F: 0 | G: 11 | H: -18 | I: 27
> COC(=O)c1cc(COc2ccc3ccc(=O)oc3c2)c(C)o1
  A: -3 | B: 4 | C: -0.5 | D: 9 | E: 3 | F: 5 | G: 4 | H: -2 | I: -1
> Cc1nnc2ccc(N3CCN(c4ccccn4)CC3)nn12
  A: 1 | B: 3 | C: -1.4 | D: -2 | E: 3 | F: 6 | G: . | H: -12 | I: -4
> CCOC(=O)N1CCN(C(=O)c2ccc3c(=O)n(-c4ccc(OC)cc4OC)c(=S)[nH]c3c2)CC1
  A: 5 | B: 1 | C: -0.3 | D: 7 | E: 6 | F: -4 | G: 9 | H: -7 | I: 11
> Cc1ccc(CCNC(=O)CS(=O)Cc2nc(-c3cccc(C)c3)oc2C)cc1 (configuration not stated)
  A: -1 | B: -39 | C: -1.9 | D: 3 | E: -1 | F: -4 | G: . | H: -14 | I: 12
> Cc1ccc2[nH]c(=O)c(CN(Cc3nnnn3C3CCCC3)C3CCCCC3)cc2c1
  A: -5 | B: 12 | C: -2.9 | D: 7 | E: 2 | F: 8 | G: 6 | H: -15 | I: 35
> NC(=O)CSc1nc2sc3c(c2c2ncnn12)CCCC3
  A: -7 | B: 11 | C: 0.3 | D: 10 | E: 5 | F: 4 | G: 16 | H: -1 | I: 38
> CC1CCN(S(=O)(=O)c2ccc(NC(=O)CN3CCN(C)CC3)cc2)CC1
  A: -2 | B: 9 | C: -2.3 | D: 7 | E: -15 | F: 10 | G: -13 | H: 2 | I: 0
> COc1ccc(Nc2ncc3c(n2)CC(c2ccccc2)CC3=O)cc1 (configuration not stated)
  A: -1 | B: -17 | C: -1.6 | D: -11 | E: 11 | F: -1 | G: 5 | H: 6 | I: 20
> COc1cc(-c2nn3c(C4CCCCC4)nnc3s2)cc(OC)c1OC
  A: -2 | B: . | C: 2.2 | D: . | E: . | F: . | G: 16 | H: 15 | I: -27
> CC(C)CCn1nnnc1C(c1ccc(N(C)C)cc1)N1CCN(C(=O)c2ccco2)CC1 (configuration not stated)
  A: -2 | B: -1 | C: 0.1 | D: 6 | E: -1 | F: 3 | G: -4 | H: -9 | I: 26
> c1ccc(-c2csc(N3CCN(c4ccccn4)CC3)n2)cc1
  A: 0 | B: -1 | C: 0.4 | D: -7 | E: -4 | F: 0 | G: 23 | H: -2 | I: 5
> CCCc1nc(S(=O)(=O)Cc2ccc(Cl)cc2Cl)n[nH]1
  A: 2 | B: -3 | C: -1.9 | D: -5 | E: 5 | F: 5 | G: 7 | H: 1 | I: -24
> COc1ccc(Cl)cc1NC(=O)CSc1nnc(COc2ccccc2)n1N
  A: 0 | B: 0 | C: 1.2 | D: 7 | E: 8 | F: -1 | G: . | H: 1 | I: 4
> CC1(C)CC(=O)C(C(c2cccnc2)C2C(=O)CC(C)(C)CC2=O)C(=O)C1
  A: -3 | B: -178 | C: 1.8 | D: -15 | E: 10 | F: -20 | G: . | H: 2 | I: 7
> COc1cc(SC)ccc1C(=O)N1CCCCCC1
  A: -3 | B: -27 | C: -1.1 | D: 0 | E: -13 | F: 8 | G: 6 | H: -5 | I: 3
> CCOc1cccc(-c2nnc3sc(-c4cccs4)nn23)c1
  A: 0 | B: . | C: 2.9 | D: . | E: . | F: . | G: 32 | H: 5 | I: -10
> N=c1ccn(Cc2ccc(Cl)cc2)cc1
  A: -4 | B: 8 | C: -1.2 | D: 10 | E: -9 | F: 5 | G: 4 | H: 3 | I: 0
> COc1ccc(-c2nnc(SCc3nnc(-c4ccccc4)o3)n2-c2ccccc2)cc1
  A: 0 | B: 14 | C: -2.4 | D: 14 | E: 16 | F: 5 | G: -7 | H: -12 | I: 15
> Brc1ccc(-c2nnc3sc(CNC4CCCC4)cn23)cc1
  A: -1 | B: 4 | C: -1.3 | D: 0 | E: 13 | F: 1 | G: . | H: 8 | I: -9
> CN1CCN(C(=O)CCCOc2ccc(Cl)cc2Cl)CC1
  A: -2 | B: 16 | C: -3.3 | D: 11 | E: 5 | F: 7 | G: . | H: -5 | I: 16
> CC1(C)CC(=O)C=C(NCCO)C1
  A: 1 | B: . | C: 0.9 | D: . | E: . | F: . | G: 2 | H: 20 | I: -8

Laid out differently: results already given
Molecule | Hsp90 block | C1s block | HTR1A agonist | CatG inh | FXIIa mix inh | FXIa inh mix | CatL inh | Cdc25B block | MKP-1 inh
CNC(=O)C1CCCN1S(=O)(=O)c1ccc(OC)cc1 (configuration not stated) | -11 | -15 | -1.5 | -8 | -1 | -2 | 3 | 0 | -11
CC1(C)OC(=O)C2(Cc3ccccc3N3CCCCC32)C(=O)O1 (configuration not stated) | -2 | 8 | -3.9 | 9 | -9 | 6 | -12 | 4 | -13
O=C(CSc1nnc(C2CC2)n1Cc1ccccc1)N1CCN(S(=O)(=O)c2ccccc2)CC1 | 0 | -9 | 1.6 | 6 | 4 | 0 | 11 | -18 | 27

(next part)
Letters – A = Hsp90 block; B = C1s block; C = HTR1A agonist; D = CatG inh; E = FXIIa mix inh; F = FXIa inh mix; G = CatL inh; H = Cdc25B block; I = MKP-1 inh
> CCOC(=O)CCC(=O)OCC(=O)NC(C)C1CC2CCC1C2 (configuration not stated)
  A: 0 | B: -1 | C: -1.1 | D: 1 | E: 20 | F: 2 | G: 0 | H: -14 | I: 21
> c1ccc2c(CNCCN3CCOCC3)cccc2c1
  A: -23 | B: 2 | C: -2.9 | D: -2 | E: 5 | F: 3 | G: 1 | H: 1 | I: -3
> Cc1ccccc1NS(=O)(=O)c1cc(C(=O)N2CCCC2)ccc1C
  A: -5 | B: -3 | C: -0.2 | D: -4 | E: -1 | F: -3 | G: 4 | H: -6 | I: 6
> COc1ccc(C(=O)CN2C(=O)NC3(CCCc4ccccc43)C2=O)cc1OC (configuration not stated)
  A: -2 | B: 2 | C: -1.2 | D: 6 | E: -16 | F: 11 | G: 16 | H: 2 | I: 12
> COc1ccc(/C(O)=C2/C(=O)C(=O)N(CCCN(C)C)C2c2ccc(Cl)cc2)cc1OC (configuration not stated)
  A: -3 | B: 10 | C: 0.2 | D: 10 | E: 13 | F: 5 | G: -6 | H: -9 | I: 8
> O=C(NCc1ccco1)c1nc2ncccn2n1
  A: -5 | B: 7 | C: -0.7 | D: 10 | E: -3 | F: 6 | G: 10 | H: -9 | I: 13
> Cc1nnc(C)n1/N=C/c1cccc(Oc2ccccc2)c1
  A: 0 | B: -17 | C: 0.3 | D: 0 | E: 2 | F: -8 | G: 8 | H: 4 | I: 0
> Cc1noc(C)c1C(=O)OCC(=O)NCCc1ccc(Cl)cc1
  A: -4 | B: -51 | C: -0.2 | D: 2 | E: 4 | F: -10 | G: 6 | H: -7 | I: 3
> Cn1c(=O)cc(SCC(=O)NCc2cccnc2)c2ccccc21
  A: -1 | B: 3 | C: -0.4 | D: -2 | E: 3 | F: 9 | G: -2 | H: -15 | I: 4
> CCN(CC)CCNC(=O)c1cn(CC)c2ccc(S(=O)(=O)N(C)C)cc2c1=O
  A: 0 | B: -46 | C: -3.1 | D: -1 | E: 9 | F: 4 | G: . | H: -8 | I: 2
> COc1cccc(CNC(=O)c2cc3ccccn3n2)c1
  A: -4 | B: -5 | C: -0.9 | D: 1 | E: -1 | F: 2 | G: -6 | H: -12 | I: -7
> O=C(CSc1nc2c(c(=O)n1-c1ccc(F)cc1)SCC2)N1CCCC1
  A: -4 | B: 9 | C: -0.6 | D: 8 | E: 2 | F: 6 | G: 5 | H: -12 | I: -3
> CC(C)Oc1ccc(C(=O)Nc2ccc(N3CCCC3)cc2)cc1
  A: 3 | B: -4 | C: 50* | D: -3 | E: 4 | F: 4 | G: 21 | H: -11 | I: 2
> O=C(c1nsc(Cl)c1Cl)N1CCCCC1
  A: -3 | B: -33 | C: 1.4 | D: 0 | E: 3 | F: -2 | G: -12 | H: 0 | I: 0
> CC(Oc1ccc(NC(=O)c2ccco2)cc1)C(=O)N1c2ccccc2CC1C (configuration not stated)
  A: -1 | B: 16 | C: -1.9 | D: 15 | E: -9 | F: 2 | G: 9 | H: -3 | I: 35
> Cc1cccc(C)c1Nc1nc2ccccc2o1
  A: 1 | B: -1 | C: 0.7 | D: 3 | E: 6 | F: -1 | G: . | H: -9 | I: 3
> O=C(COc1ccc(S(=O)(=O)NCCc2ccccc2)cc1)N1CCCC1
  A: 0 | B: 18 | C: -3.2 | D: 11 | E: 7 | F: 3 | G: 13 | H: -2 | I: 4
> COc1cc(SC)ccc1C(=O)NCCCOC(C)C
  A: -12 | B: 0 | C: 0.2 | D: 0 | E: -15 | F: 12 | G: -3 | H: 6 | I: -12
> COc1cc2nc(CN(C)CC(=O)Nc3ccc(N4CCOCC4)cc3)[nH]c(=O)c2cc1OC
  A: -2 | B: -77 | C: -1.5 | D: -7 | E: -19 | F: -6 | G: -3 | H: -10 | I: 32
> COc1cccc(CNC(=O)Cn2cc3c(n2)CCCCC3)c1
  A: -2 | B: 16 | C: -2.8 | D: 10 | E: -14 | F: 3 | G: 9 | H: -3 | I: 3
> CC(O)/C=C/c1cccc[n+]1C (configuration not stated)
  A: -2 | B: -4 | C: -2.4 | D: -3 | E: 0 | F: 2 | G: -11 | H: -5 | I: 13
> COc1ccc(-c2cn3ccccc3n2)cc1OC
  A: -2 | B: -5 | C: -2.3 | D: 9 | E: 5 | F: 2 | G: 10 | H: 5 | I: -14
> C=CCNC(=O)CN1CCC(O)(c2ccc(F)cc2)CC1
  A: -1 | B: -20 | C: -1.6 | D: -16 | E: 0 | F: 1 | G: -12 | H: -15 | I: -7
> O=P(COCCO)(c1ccccc1)c1ccccc1
  A: 2 | B: -7 | C: -3.2 | D: -1 | E: 0 | F: 6 | G: -2 | H: 1 | I: -14
